# Screening results: PubChem, Broad Institute
# NSD2 block: NSD2 (human) methyltransferase inhibition; inhibition, % at 12.5 µM; hit rate 0.07% among 44,000; NSD2-SET H3K36me1 DELFIA fluorescence, biochemical; in the data active means inhibition above about 54%, passing the limit was not always enough; inconclusive means no clear call, values can overlap the other calls;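 further: inhibitors reduce the monomethyl H3K36 fluorescence signal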
# Target sequence (O96028 whole entry, looked up): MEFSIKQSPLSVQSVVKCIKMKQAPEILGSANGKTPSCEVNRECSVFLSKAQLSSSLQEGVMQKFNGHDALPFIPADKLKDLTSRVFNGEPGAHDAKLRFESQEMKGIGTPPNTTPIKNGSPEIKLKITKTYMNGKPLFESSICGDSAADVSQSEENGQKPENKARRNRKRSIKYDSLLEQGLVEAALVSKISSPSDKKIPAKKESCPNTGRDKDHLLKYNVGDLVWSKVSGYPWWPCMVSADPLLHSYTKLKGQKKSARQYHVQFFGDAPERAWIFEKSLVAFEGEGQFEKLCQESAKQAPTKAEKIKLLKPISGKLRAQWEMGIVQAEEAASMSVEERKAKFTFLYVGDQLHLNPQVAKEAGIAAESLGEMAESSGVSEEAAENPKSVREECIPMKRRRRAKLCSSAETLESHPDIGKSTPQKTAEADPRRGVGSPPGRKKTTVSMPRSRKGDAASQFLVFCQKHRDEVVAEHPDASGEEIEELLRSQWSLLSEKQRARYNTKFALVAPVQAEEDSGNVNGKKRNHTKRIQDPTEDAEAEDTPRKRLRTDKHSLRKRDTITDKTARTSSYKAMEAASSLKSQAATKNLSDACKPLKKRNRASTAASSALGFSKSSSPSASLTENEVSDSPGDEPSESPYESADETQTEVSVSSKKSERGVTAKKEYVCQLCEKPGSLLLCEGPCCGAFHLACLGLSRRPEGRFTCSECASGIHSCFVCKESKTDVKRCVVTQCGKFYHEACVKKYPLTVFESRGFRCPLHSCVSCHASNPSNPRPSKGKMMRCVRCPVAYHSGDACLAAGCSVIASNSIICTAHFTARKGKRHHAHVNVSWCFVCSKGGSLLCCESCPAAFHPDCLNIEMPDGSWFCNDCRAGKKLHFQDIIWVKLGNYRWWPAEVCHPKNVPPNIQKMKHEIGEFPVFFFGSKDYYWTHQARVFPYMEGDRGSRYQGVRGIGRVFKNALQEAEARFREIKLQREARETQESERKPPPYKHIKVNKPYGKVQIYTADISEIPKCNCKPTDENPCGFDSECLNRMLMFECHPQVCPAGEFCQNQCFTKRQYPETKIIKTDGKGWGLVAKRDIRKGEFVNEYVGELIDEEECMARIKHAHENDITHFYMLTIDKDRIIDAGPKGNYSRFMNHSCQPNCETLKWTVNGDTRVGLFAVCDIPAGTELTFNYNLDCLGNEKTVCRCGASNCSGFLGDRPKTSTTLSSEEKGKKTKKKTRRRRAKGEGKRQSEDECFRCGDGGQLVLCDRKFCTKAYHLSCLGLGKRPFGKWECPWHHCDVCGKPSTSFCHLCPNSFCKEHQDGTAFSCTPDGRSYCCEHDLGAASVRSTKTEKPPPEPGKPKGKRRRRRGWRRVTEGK
# * hit, by the source's call; u = inconclusive; & = joins results of further samples. These rows are one share of the data (hit frequency here may not be typical).
SMILES,NSD2 block
C[C@@H]1CN([C@H](C)CO)C(=O)c2cc(NC(=O)Nc3ccc(F)cc3)ccc2O[C@@H]1CN(C)C(=O)Nc1ccc2c(c1)OCO2,-7
C[C@H](CO)N1C[C@H](C)[C@H](CN(C)C(=O)Nc2ccc3c(c2)OCO3)Oc2c(NC(=O)c3cnccn3)cccc2C1=O,1
CNC[C@@H]1Oc2cc(C#Cc3cccnc3)ccc2S(=O)(=O)N([C@H](C)CO)C[C@H]1C,-2
COc1ccc(NC(=O)Nc2ccc3c(c2)C(=O)N([C@@H](C)CO)C[C@@H](C)[C@H](CN(C)C(=O)Nc2ccc(OC)cc2)O3)cc1,-9
C[C@@H]1CN([C@@H](C)CO)C(=O)Cc2cc(NC(=O)Cc3cn(C)c4ccccc34)ccc2O[C@H]1CN(C)Cc1ccc(Cl)c(Cl)c1,-2
COc1cccc(-c2ccc3c(c2)O[C@@H](CN(C)Cc2ccncc2)[C@@H](C)CN([C@H](C)CO)S3(=O)=O)c1,5
Cc1noc(C)c1NC(=O)Nc1ccc2c(c1)CC(=O)N([C@H](C)CO)C[C@@H](C)[C@@H](CN(C)C(=O)Nc1cccc3ccccc13)O2,1
C[C@H](CO)N1C[C@H](C)[C@H](CN(C)C(=O)Nc2cccc3ccccc23)Oc2ccc(NC(=O)Nc3ccc4c(c3)OCO4)cc2CC1=O,-6
COc1ccccc1-c1cnc2c(c1)C(=O)N([C@@H](C)CO)C[C@H](C)[C@H](CN(C)Cc1cncnc1)O2,5
COCC#Cc1cnc2c(c1)C(=O)N([C@@H](C)CO)C[C@H](C)[C@H](CN(C)C)O2,5
Cc1ccc(C2c3c(oc4ccccc4c3=O)C(=O)N2c2nnc(C)s2)o1 (stereo not drawn),-1
C[C@@H]1CCCCO[C@@H](CN(C)CC2CC2)[C@H](C)CN([C@@H](C)CO)C(=O)c2cc(NC(=O)C3CCCCC3)ccc2O1,-2
C[C@@H]1CN([C@H](C)CO)C(=O)c2cccc(NC(=O)Nc3ccccc3)c2O[C@@H]1CN(C)S(=O)(=O)c1ccc(Cl)cc1,-5
C[C@@H]1CN([C@@H](C)CO)C(=O)c2cccc(NC(=O)Nc3ccc4c(c3)OCO4)c2O[C@@H]1CN(C)Cc1ccc2c(c1)OCO2,3
Cc1cccc(S(=O)(=O)N(C)C[C@H]2OCc3cn(nn3)CCCC(=O)N([C@H](C)CO)C[C@H]2C)c1,6
CCCC#Cc1cnc2c(c1)C(=O)N([C@@H](C)CO)C[C@H](C)[C@@H](CN(C)Cc1ccccc1)O2,u
C[C@@H]1CN([C@@H](C)CO)C(=O)c2cc(C#Cc3cccc(F)c3)cnc2O[C@H]1CN(C)CC1CCOCC1,2
CC(C)NC(=O)N(C)C[C@H]1Oc2ccc(NC(=O)CCC(F)(F)F)cc2CC(=O)N([C@@H](C)CO)C[C@H]1C,1
O=C(C1=C[C@H](c2ccc3c(c2)OCO3)C[C@H](OCc2ccc(CO)cc2)O1)N1CCN(Cc2ccc3c(c2)OCO3)CC1,0&5
Cc1noc(C)c1S(=O)(=O)N(C)C[C@@H]1OCCCC[C@H](C)Oc2ccc(NS(=O)(=O)c3ccc(Cl)cc3)cc2C(=O)N([C@@H](C)CO)C[C@H]1C,-3
C[C@@H](O)[C@@H](O)[C@@H](O)C/C=N/NC(=O)CCCCCC(=O)Nc1ccccc1O,3
COc1ccc(NC(=O)N(C)C[C@@H]2Oc3ncc(C4=CCCC4)cc3C(=O)N([C@@H](C)CO)C[C@@H]2C)cc1,3
C[C@@H]1CN([C@@H](C)CO)C(=O)c2cc(NC(=O)Cc3ccccc3)ccc2O[C@@H]1CN(C)Cc1ccc(C(F)(F)F)cc1,-6
Cc1ccccc1-n1ccc(=O)[nH]c1=O,-7
COc1ccc(CN(C)C[C@H]2OCCCC[C@@H](C)Oc3ccc(N(C)C)cc3C(=O)N([C@H](C)CO)C[C@H]2C)cc1,5
CC(=O)Nc1nccc(-c2cc(-c3cccc(C(F)(F)F)c3)no2)n1,0
COc1ccc(NC(=O)Nc2ccc3c(c2)C(=O)N([C@@H](C)CO)C[C@H](C)[C@@H](CN(C)Cc2ccc4c(c2)OCO4)OCCCC[C@@H](C)O3)cc1,10
C[C@H]1CN([C@@H](C)CO)C(=O)c2cccc(NS(=O)(=O)c3cccs3)c2O[C@@H]1CN(C)Cc1ccccc1,8
C[C@@H]1CN([C@H](C)CO)C(=O)Cc2cc(NC(=O)NC3CCCCC3)ccc2O[C@H]1CN(C)C(=O)Nc1cccc2ccccc12,0
C[C@@H]1CN([C@@H](C)CO)S(=O)(=O)c2ccc(/C=C/c3ccccc3)cc2O[C@@H]1CN(C)C(=O)Nc1ccc(F)cc1,-4
COc1ccc(S(=O)(=O)Nc2ccc3c(c2)C(=O)N([C@@H](C)CO)C[C@H](C)[C@@H](CN(C)S(C)(=O)=O)O3)cc1,5
CC(C)NC(=O)N(C)C[C@@H]1Oc2ncc(-c3cncnc3)cc2C(=O)N([C@H](C)CO)C[C@@H]1C,2
Cc1noc(C)c1NC(=O)Nc1ccc2c(c1)CC(=O)N([C@@H](C)CO)C[C@@H](C)[C@@H](CN(C)C(=O)NC1CCCCC1)O2,8
O=C(CCCCCC(=O)N/N=C/c1cc(Br)cs1)NO,-1
C[C@@H]1CN([C@H](C)CO)C(=O)Cc2cc(NC(=O)Nc3ccc(F)cc3)ccc2O[C@H]1CN(C)S(=O)(=O)c1ccc(Cl)cc1,-5
COc1ccc(S(=O)(=O)Nc2ccc3c(c2)C(=O)N([C@@H](C)CO)C[C@H](C)[C@@H](CN(C)C(=O)Nc2ccc(C(F)(F)F)cc2)OCCCC[C@@H](C)O3)cc1,-3
CCCNC(=O)N(C)C[C@@H]1Oc2ncc(-c3ccc(C(=O)N(C)C)cc3)cc2C(=O)N([C@H](C)CO)C[C@H]1C,10
O=C(C[C@H]1C[C@H]2c3cc(NC(=O)Nc4ccc(F)cc4)ccc3O[C@H]2[C@@H](CO)O1)NC1CCCCC1,5
Cc1cc(O)c(C)c2c1Oc1c(C)c(O)cc(C)c1C(=O)O2,-3
CN(C)CC(=O)Nc1ccc2c(c1)[C@H]1C[C@H](CC(=O)NCc3ccc(Cl)cc3)O[C@H](CO)[C@H]1O2,-2
C[C@@H]1CN([C@H](C)CO)C(=O)c2cccc(NC(=O)c3cnccn3)c2O[C@@H]1CN(C)C(=O)Nc1ccc2c(c1)OCO2,-2
C[C@@H]1CN([C@@H](C)CO)C(=O)c2cc(NC(=O)Nc3ccc(C(F)(F)F)cc3)ccc2O[C@@H](C)CCCCO[C@@H]1CN(C)Cc1ccccc1,11
CCS(=O)(=O)N[C@@H]1CC[C@H](CC(=O)NC2Cc3ccccc3C2)O[C@H]1CO,10
Cc1noc(C)c1NC(=O)N(C)C[C@H]1OCCCC[C@@H](C)Oc2ccc(NS(=O)(=O)c3cn(C)cn3)cc2C(=O)N([C@@H](C)CO)C[C@H]1C,-5
C[C@H]1CN([C@@H](C)CO)C(=O)Cc2cc(NS(C)(=O)=O)ccc2O[C@H]1CN(C)S(=O)(=O)c1cn(C)cn1,3
COc1cccc(S(=O)(=O)N(C)C[C@@H]2Oc3ncc(C#CC(C)C)cc3C(=O)N([C@H](C)CO)C[C@@H]2C)c1,4
CNC[C@@H]1Oc2c(NC(=O)C3CCOCC3)cccc2C(=O)N([C@@H](C)CO)C[C@H]1C,7
C[C@@H]1CN([C@H](C)CO)S(=O)(=O)c2ccc(-c3cccnc3)cc2O[C@H]1CN(C)C(=O)CN(C)C,-1

# Retrieved one by one from the list above:
SMILES,NSD2 block
C[C@@H]1CN([C@H](C)CO)S(=O)(=O)c2ccc(-c3cccnc3)cc2O[C@H]1CN(C)C(=O)CN(C)C,-1
O=C(C[C@H]1C[C@H]2c3cc(NC(=O)Nc4ccc(F)cc4)ccc3O[C@H]2[C@@H](CO)O1)NC1CCCCC1,5

# More compounds follow.
SMILES,NSD2 block
COc1ccc(CN(C)C[C@H]2OCCCC[C@H](C)Oc3ccc(NS(=O)(=O)c4ccc(C)cc4)cc3C(=O)N([C@@H](C)CO)C[C@@H]2C)cc1,4
C[C@@H]1CN([C@H](C)CO)C(=O)c2cccc(NC(=O)Nc3ccccc3)c2O[C@H]1CN(C)C(=O)Nc1cccc2ccccc12,-1
C[C@@H]1CN([C@@H](C)CO)C(=O)c2cccc(NS(=O)(=O)c3ccc(F)cc3)c2O[C@H]1CN(C)C(=O)Nc1ccccc1,6
COc1ccc(-c2ccc3c(c2)O[C@H](CN(C)C(=O)Nc2ccccc2F)[C@H](C)CN([C@@H](C)CO)S3(=O)=O)cc1,-4
COc1cc(O[C@@H]2O[C@H](COC3OCC(O)C(O)C3O)[C@@H](O)[C@H](O)[C@H]2O)cc(OC)c1OC (stereo partly drawn),15
O=C(CCCCC(=O)N/N=C/c1cccc(Br)c1)NO,3
C[C@@H]1CN([C@@H](C)CO)C(=O)c2cc(NC(=O)CCCCCC(=O)Nc3ccccc3N)ccc2O[C@@H]1CN(C)Cc1ccncc1,0
COc1ccc(S(=O)(=O)Nc2ccc3c(c2)C(=O)N([C@@H](C)CO)C[C@H](C)[C@@H](CN(C)C(=O)CCC(F)(F)F)OCCCC[C@H](C)O3)cc1,2
COc1ccc(CNC(=O)C[C@H]2C[C@@H]3c4cc(NC(=O)NC5CCCC5)ccc4O[C@@H]3[C@@H](CO)O2)cc1,3
C[C@H](CO)N1C[C@H](C)[C@@H](CN(C)C(=O)Nc2cccc3ccccc23)Oc2ccc(NS(=O)(=O)c3ccc(Cl)cc3)cc2CC1=O,5
COc1ccc(NC(=O)N(C)C[C@H]2Oc3c(NC(=O)C4CCCCC4)cccc3C(=O)N([C@H](C)CO)C[C@@H]2C)cc1,23
COc1ccc(S(=O)(=O)N(C)C[C@H]2Oc3c(NC(=O)CCCCCC(=O)Nc4ccccc4N)cccc3C(=O)N([C@H](C)CO)C[C@H]2C)cc1,3
CC(C)NC(=O)N(C)C[C@@H]1Oc2c(NC(=O)C3CCOCC3)cccc2C(=O)N([C@H](C)CO)C[C@H]1C,3
C[C@H]1CN([C@@H](C)CO)C(=O)c2cc(NS(=O)(=O)c3cn(C)cn3)ccc2O[C@@H]1CN(C)S(=O)(=O)c1ccccc1,-1
COCC(=O)Nc1ccc2c(c1)[C@H]1C[C@H](CC(=O)N3CCN(C)CC3)O[C@H](CO)[C@H]1O2,0
Cc1ccc(-c2ccc3c(c2)O[C@H](CN(C)Cc2cncnc2)[C@H](C)CN([C@H](C)CO)S3(=O)=O)cc1,0
COc1cccc(S(=O)(=O)Nc2ccc3c(c2)[C@@H]2C[C@H](CC(=O)NCc4ccc(Cl)cc4)O[C@@H](CO)[C@@H]2O3)c1,3
CCCNC(=O)C[C@@H]1C[C@H]2c3cc(NS(C)(=O)=O)ccc3O[C@H]2[C@H](CO)O1,5
C[C@@H]1CN([C@@H](C)CO)C(=O)c2cc(-c3ccccc3)cnc2O[C@H]1CN(C)C(=O)Nc1ccc2c(c1)OCO2,3
Cc1ccc(-c2nn(-c3ccc(C)cc3)c3c2cnc2c(F)cccc23)cc1,-5
C[C@H]1CN([C@@H](C)CO)C(=O)c2cc(C#CC3CCCCC3)cnc2O[C@H]1CN(C)CC1CC1,1
C[C@@H]1CN([C@@H](C)CO)C(=O)c2cc(NS(C)(=O)=O)ccc2O[C@H]1CN(C)Cc1ccc2c(c1)OCO2,-2
Cc1noc(C)c1NC(=O)Nc1ccc2c(c1)C(=O)N([C@@H](C)CO)C[C@H](C)[C@@H](CN(C)S(=O)(=O)c1c(C)noc1C)OCCCC[C@H](C)O2,0
C[C@H]1CN([C@@H](C)CO)C(=O)c2cc(NS(C)(=O)=O)ccc2O[C@@H]1CN(C)C(=O)Nc1ccc(F)cc1,-2
CCC(=O)N(C)C[C@@H]1Oc2cc(C#Cc3ccccn3)ccc2S(=O)(=O)N([C@H](C)CO)C[C@H]1C,24
COCCOC(=O)N1C(=O)[C@@]2(c3ccccc31)[C@H](c1ccccc1OCCO)N1[C@H](c3ccccc3)[C@H](c3ccccc3)OC(=O)[C@H]1[C@@H]2C(=O)N1CCN(c2ncccn2)CC1,-3
COc1cccc(NC(=O)N(C)C[C@@H]2Oc3ncc(/C=C/c4ccccc4)cc3C(=O)N([C@H](C)CO)C[C@@H]2C)c1,-14
C[C@H]1CN([C@@H](C)CO)C(=O)Cc2cc(NC(=O)CCCCCC(=O)Nc3ccccc3N)ccc2O[C@@H]1CN(C)Cc1ccc(Cl)c(Cl)c1,-3
COc1ccc(S(=O)(=O)Nc2ccc3c(c2)C(=O)N([C@H](C)CO)C[C@H](C)[C@@H](CN(C)CC2CC2)OCCCC[C@H](C)O3)cc1,-2
COc1ccc(NC(=O)Nc2ccc3c(c2)[C@@H]2C[C@H](CC(=O)N4CCc5ccccc5C4)O[C@H](CO)[C@@H]2O3)cc1,5

# Exported with values ahead of the structure: part of the list above.
NSD2 block	SMILES
8	C[C@H]1CN([C@@H](C)CO)C(=O)c2cccc(NS(=O)(=O)c3cccs3)c2O[C@@H]1CN(C)Cc1ccccc1
0	C[C@@H]1CN([C@H](C)CO)C(=O)Cc2cc(NC(=O)NC3CCCCC3)ccc2O[C@H]1CN(C)C(=O)Nc1cccc2ccccc12
-4	C[C@@H]1CN([C@@H](C)CO)S(=O)(=O)c2ccc(/C=C/c3ccccc3)cc2O[C@@H]1CN(C)C(=O)Nc1ccc(F)cc1

# Some of these compounds in order of their number in NSD2 block, ascending:
SMILES,NSD2 block
C[C@@H]1CN([C@H](C)CO)C(=O)c2cccc(NC(=O)Nc3ccccc3)c2O[C@@H]1CN(C)S(=O)(=O)c1ccc(Cl)cc1,-5
Cc1cc(O)c(C)c2c1Oc1c(C)c(O)cc(C)c1C(=O)O2,-3
C[C@@H]1CN([C@H](C)CO)C(=O)Cc2cc(NC(=O)NC3CCCCC3)ccc2O[C@H]1CN(C)C(=O)Nc1cccc2ccccc12,0
COc1ccc(S(=O)(=O)Nc2ccc3c(c2)C(=O)N([C@@H](C)CO)C[C@H](C)[C@@H](CN(C)C(=O)CCC(F)(F)F)OCCCC[C@H](C)O3)cc1,2
CC(C)NC(=O)N(C)C[C@@H]1Oc2c(NC(=O)C3CCOCC3)cccc2C(=O)N([C@H](C)CO)C[C@H]1C,3
COc1ccc(CN(C)C[C@H]2OCCCC[C@H](C)Oc3ccc(NS(=O)(=O)c4ccc(C)cc4)cc3C(=O)N([C@@H](C)CO)C[C@@H]2C)cc1,4
CCS(=O)(=O)N[C@@H]1CC[C@H](CC(=O)NC2Cc3ccccc3C2)O[C@H]1CO,10
